# Screening data from PubChem.
# KCNH2 3.1 inh: blocks the human KCNH2 3.1 channel isoform; U2OS KCNH2 3.1, thallium flux FluxOr; stronger effect = lower value; activity change, % (tested at about 1.8 µM); 340,000 compounds, 0.95% hits; AID 720553;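 active = maximum activity change below -70%; inconclusive = maximum activity change from -70% to -50%; inactive = maximum activity change above -50%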;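 note: thallium influx rate constant from kinetic fluorescence after stimulation buffer; % is set by controls: 0 for no effect and ±100 for the full control effect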
#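 Thallium flux via FluxOr fluorescence (Red40 quencher, 45 min loading) in U2OS cells virally expressing the KCNH2 3.1 isoform (1.77 x 10^8 /mL virus, overnight at 37 C). Rate constants from 2-min kinetic reads post-stimulation, normalised to positive and negative controls.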
# NPC1 prom act: activates the NPC1 promoter; Huh7 NPC1 promoter luciferase reporter, 24 h; Potency, µM (highest dose often 9.22 µM), for the others: top-dose activation, usual class: activators; 320,000 compounds, 2.4% hits;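 note: potency is the fitted concentration of half-maximal effect; % of control where 0% means no effect; nearly all actives have a fitted effect of over 60% in size; reporter is driven by a mutant NPC1 promoter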
#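 Huh7 reporter cells (NPC1 promoter driving luciferase) are dosed with compound for 24 h at 37 °C, 5% CO2; luciferase detection reagent is then added and luminescence measured after 10 min at ambient temperature.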
# RORg inh: inhibitors of mouse ROR gamma transcriptional activity | P51450 | Drosophila S2 Gal4-RORgamma UAS-luciferase reporter, 20 h | Potency, µM (doses to about 53.6 µM), for the others: top-dose activity change, negative = inhibition, most hits filed as inhibitors | 310,000 compounds, 5.4% hits | AID 2551; note: potency is the fitted concentration of half-maximal effect; % is set by controls: 0 for no effect and ±100 for the full control effect; nearly all actives have a fitted effect of over 60% in size
# Target sequence (P51450 whole entry, looked up, the tested form may be a part): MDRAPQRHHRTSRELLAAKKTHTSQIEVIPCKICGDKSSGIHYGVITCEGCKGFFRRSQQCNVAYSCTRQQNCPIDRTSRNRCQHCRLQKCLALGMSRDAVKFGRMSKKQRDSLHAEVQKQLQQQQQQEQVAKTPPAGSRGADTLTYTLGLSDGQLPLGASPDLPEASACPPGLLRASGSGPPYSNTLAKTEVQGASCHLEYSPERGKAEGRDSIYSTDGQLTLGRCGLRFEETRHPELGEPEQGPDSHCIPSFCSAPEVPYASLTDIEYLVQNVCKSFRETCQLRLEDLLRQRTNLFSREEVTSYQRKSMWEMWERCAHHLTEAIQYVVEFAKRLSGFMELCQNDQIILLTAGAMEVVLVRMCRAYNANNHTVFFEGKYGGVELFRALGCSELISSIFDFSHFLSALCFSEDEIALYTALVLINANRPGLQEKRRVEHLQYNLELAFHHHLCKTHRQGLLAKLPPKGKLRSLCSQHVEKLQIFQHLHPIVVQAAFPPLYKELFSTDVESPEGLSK
#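 Luminescence from a UAS-regulated Photinus luciferase reporter in stably transfected Drosophila Schneider cells is measured; decreased signal marks ROR gamma inhibition. Fusion expression is induced by 700 uM copper sulfate for 20 hr.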
# Coupling enz: coupling enzyme interference in Giardia aldolase counter-screen; coupling enzyme system counterscreen, AmpLite Red fluorescence; activity change, negative = inhibition, % at 58.2 µM, hits read low; 290,000 compounds, 0.67% hits; AID 2472; in the data active = activity change below about -30%; note: % is set by controls: 0 for no effect and ±100 for the full control effect
#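 First, compound is pin-transferred into glyceraldehyde-3-phosphate coupling-enzyme reagent at 57.5 uM final and held 10 min at RT. Next, substrate, coupling system and AmpLite Red are added. After 20 min RT, fluorescence (525/598 nm) is read.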
# FLuc counter: inhibits or activates purified firefly luciferase, miR-21 counter-screen; P08659; Potency, µM (highest dose often 57.5 µM), inactives show at the highest dose activity change, negative = inhibition, actives largely listed as inhibitors; 360,000 compounds, 6.9% hits; purified FLuc, Km substrates, luminescence inhibition;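 note: potency is the fitted concentration of half-maximal effect; plate controls were vehicle for no effect and reference inhibitor for full effect; nearly all actives have a fitted effect of over 55% in size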
#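 Biochemical qHTS of compounds, final roughly 60 µM downward over six points, against 10 nM purified firefly luciferase using Km concentrations of substrates (10 uM D-luciferin, 10 uM ATP) in Tris acetate pH 7.5 buffer; luminescence output.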
# ELG1 genotoxic: genotoxicity induction in ELG1-luciferase HEK293T cells; HEK293T ELG1-luciferase reporter, luminescence, 16 h; Potency, µM (series often up to 46 µM), for inactives: top-dose activity change, positive = activation, usual class: activators; 330,000 compounds, 1.3% hits; AID 504466; note: potency is the fitted concentration of half-maximal effect; % of control where 0% means no effect; nearly all actives have a fitted effect of over 60% in size
#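 Cells (2,000/well) expressing the ELG1-luciferase fusion are dosed by pin tool and kept 16 hr at 37 °C, 5% CO2. Signal comes from ONE-Glo luciferase reagent after 30 min at room temperature.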
# Giardia kill: Giardia lamblia killing; 340,000 compounds, 0.15% hits; Giardia lamblia trophozoite viability; AID 540267; activity change, % at 7.66 µM, hits read low; in the data active = activity change below about -80%; inconclusive = between about -30% and that limit;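 note: parasites exposed to compound for two days anaerobically before the ATP read; % is set by controls: 0 for no effect and ±100 for the full control effect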
#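 Luminescent ATP signal served as the viability read-out, measured 15-30 min after adding ATP detection reagent to trophozoites that had been incubated with compounds for 48 hrs at 37 deg C anaerobically at 100 cells/well.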
# Rab9 prom act: activates the Rab9 promoter | Potency, µM (highest dose often 9.22 µM), without a hit: top-dose activation, negative = inhibition, usual class: activators | 320,000 compounds, 2.8% hits | AID 485297 | Huh7 Rab9 promoter-luciferase reporter, luminescence, 24 h; note: potency is the fitted concentration of half-maximal effect; % of control where 0% means no effect; nearly all actives have a fitted effect of over 60% in size
#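 Stable Rab9-luc Huh7, 1500 cells/well, 2 h settle; cmpd in DMSO, 24 h, 37 °C/5% CO2; luciferase reagent 10 min RT; luminescence.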
# uPA surface inh: inhibitors of cell surface uPA generation. cell surface uPA generation assay, qHTS. Potency, µM (doses to about 38.3 µM), for the others: at the highest dose activity change, negative = inhibition, actives largely listed as inhibitors. 330,000 compounds, 0.31% hits. AID 540303; active = well fitted inhibition curve with a large enough effect; inconclusive = small, poorly fitted or top-dose-only effect; inactive = no such curve, though single readings can be large or run the other way; tested in mouse RAW 264.7 cells; note: potency is the fitted concentration of half-maximal effect; % is set by controls: 0 for no effect and ±100 for the full control effect; nearly all actives have a fitted effect of over 55% in size
# Tb PFK inh: T. brucei PFK enzyme inhibition; O15648; T. brucei PFK, ADP-Glo luminescence; Potency, µM (top dose mostly 57.5 µM), for the others: at the highest dose activity, negative = inhibition, most hits filed as inhibitors; 330,000 compounds, 0.17% hits;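 note: potency is the fitted concentration of half-maximal effect; 0% = uninhibited 1x PFK enzyme wells and -100% = no-enzyme wells; nearly all actives have a fitted effect of over 60% in size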
# Target sequence (O15648 whole entry, looked up): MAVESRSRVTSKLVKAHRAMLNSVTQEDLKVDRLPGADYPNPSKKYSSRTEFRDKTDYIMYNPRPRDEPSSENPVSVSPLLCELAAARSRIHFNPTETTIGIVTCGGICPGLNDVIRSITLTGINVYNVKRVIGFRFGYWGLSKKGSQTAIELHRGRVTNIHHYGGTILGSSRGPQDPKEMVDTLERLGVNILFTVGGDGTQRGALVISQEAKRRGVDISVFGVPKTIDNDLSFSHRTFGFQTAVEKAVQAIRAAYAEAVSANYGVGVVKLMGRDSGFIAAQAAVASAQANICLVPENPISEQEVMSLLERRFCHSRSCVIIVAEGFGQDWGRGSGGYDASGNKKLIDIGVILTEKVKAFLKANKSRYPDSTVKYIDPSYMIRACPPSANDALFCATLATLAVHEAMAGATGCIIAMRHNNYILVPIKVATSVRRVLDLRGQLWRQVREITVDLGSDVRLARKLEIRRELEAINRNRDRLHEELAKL
#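 Compounds were pin-transferred as a titration series up to 57 uM into substrate buffer (0.5 mM F6P, 0.1 mM ATP, pH 8.0), then 1.25 nM PFK was added and reactions ran 45 min before ADP-Glo detection.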
# VP16 counter: counter-screen for ROR gamma inhibitors: Gal4-VP16 reporter | Potency, µM (top dose mostly 53.6 µM), for inactives: at the top dose activity, negative = inhibition, actives largely listed as inhibitors | AID 2546 | Drosophila S2 Gal4-VP16 UAS-luciferase, luminescence, 20 h | 310,000 compounds, 3.5% hits;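 note: Gal4-VP16 expression switched on by copper sulfate through the metallothionein promoter; potency is the fitted concentration of half-maximal effect; % is set by controls: 0 for no effect and ±100 for the full control effect; nearly all actives have a fitted effect of over 50% in size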
# Numbers without * were called inactive; ? = inconclusive; · = no result given; [ ] = another dose, or the depositor's remark. Unless noted, calls come from the whole dose curve; as a rule, active = well fitted curve in the direction sought with a large enough effect; inconclusive = small, poorly fitted or top-dose-only effect, or another doubt; inactive = no such curve, though single readings can be large; an effect the other way counts as inactive or inconclusive.
SMILES,KCNH2 3.1 inh,NPC1 prom act,RORg inh,Coupling enz,FLuc counter,ELG1 genotoxic,Giardia kill,Rab9 prom act,uPA surface inh,Tb PFK inh,VP16 counter
CCn1nnc(-c2ccccc2NS(=O)(=O)c2ccc(S(=O)(=O)N3CCCCCC3)cc2)n1,-6,1%,-1%,-1,2%,1%,8,9%,12%,-5%,-10%
CCC1CCCCN1C(=O)CCS(=O)(=O)c1ccc2c(c1)CCN2C(C)=O (stereo not given),-19,0%,21%,·,0%,-1%,32[activator],3%,4%,-9%,-2%
O=C(CCCCn1c(=O)[nH]c2ccsc2c1=O)NCCc1ccccc1,1,2%,7%,4,6%,-1%,4,2%,6%,1%,6%
CSc1nc2ccc(S(=O)(=O)N(C)C)cc2s1,5,1%,20%,1,-1%,7%,-1,1%,1%,-3%,?
CC(C)N(C(=O)CN1CCN(S(=O)(=O)c2ccc(Br)s2)CC1)C(C)C,-10,-3%,·,·,·,-3%,11,-4%,-8%,-2%,·
CN(C)c1c(F)cc(C(=O)NCc2ccccc2)cc1F,6,5%,21%,-1,?,1%,-10,17%,8%,-3%,-9%
Cc1ccc(C(=O)N/N=C2\CCCc3ccccc32)c(C)c1,35,2.8µM*,35%,0,6µM*,13%,3,?,?,1%,8%
O=c1nc2n(c3sc4c(c13)CCCC4)C(CBr)CS2 (stereo not given),6,0%,15%,5,1%,-2%,-5,1%,-8%,-1%,-12%
Cc1ccccc1OCC(=O)Nc1ccccc1-c1ccccc1NC(=O)COc1ccccc1C,?,-2%,?,2,-1%,-4%,4,-3%,-6%,7%,-16%
COc1ccc(/C=C2\SC(=S)N(CCCC(=O)N3CCCCC3CCO)C2=O)cc1 (stereo not given),11,-17%,2.2µM*,·,17µM*,-14%,1,-12%,-25%,-3%,3.5µM*
N#CCC(=O)Nc1ccc(C(=O)OCC(=O)NCCCc2ccccc2)cc1,1,-3%,9%,-1,0%,0%,9,-11%,6%,8%,3%
CSCCC(=O)N1CCC(n2nccc2NC(=O)CCCc2ccccc2)CC1,8,-10%,9%,·,0%,3%,0,-1%,0%,1%,4%
COc1ccc(/C=C/c2c(-c3ccc(OC)cc3)oc3ccc(-c4ccc(OC)cc4)cc23)cc1,25,-2%,-1%,4,1%,-1%,-13,2%,13%,-1%,-6%
COc1ccccc1-c1nc(C#N)c(N2CCN(c3cccc(Cl)c3)CC2)o1,7,10%,-2%,0,-6%,-14%,-2,4%,·,-11%,-6%
CCOC(=O)C1C(c2ccccc2)NC(=S)NC1(C)O (stereo not given),11,-8%,?,-1,0%,1%,8,-3%,-2%,-4%,-9%
Cc1onc(-c2ccccc2)c1C(=O)N/N=C/c1cc2c(cc1Cl)OCO2,0,-5%,-8%,5,4%,-4%,-12,3%,-5%,6%,10%
CC(C(=O)NCC1CCCO1)n1cc([N+](=O)[O-])cn1 (stereo not given),-2,-5%,6%,2,-1%,-1%,-19,-2%,0%,1%,-6%
O=C(COC(=O)Cc1cn2ccsc2n1)NCc1ccc2c(c1)OCO2,51,7%,-3%,1,-3%,1%,-6,0%,4%,3%,4%
COc1ccc(CCNC(=O)CCOc2cc(C)ccc2C)cc1OC,3,1%,2%,·,0%,-5%,6,0%,-2%,3%,4%
CC(C)=C1C2CCC1C(C(=O)NCc1ccccc1)C2C(=O)O (stereo not given),12,-1%,2%,-1,4%,-1%,-5,-4%,5%,-3%,-2%
O=C(COc1ccc2ccc(=O)oc2c1)Nc1ccc(N2CCCCC2)cc1,8,7%,·,·,-2%,-2%,8,-1%,9%,21%,·
Nc1c(CO)nnn1-c1ccccc1,1,-6%,-6%,0,-7%,2%,-9,-3%,-6%,-3%,-16%
Cc1c(OC(C)C(=O)N[C@@H](Cc2ccccc2)C(=O)O)ccc2c3c(c(=O)oc12)CCCC3 (stereo not given in full),-3,2%,-2%,8,-3%,1%,-20,-7%,1%,1%,2%
CC(=O)c1cccc(OCC(O)CN2CCN(C(=O)c3ccco3)CC2)c1 (stereo not given),7,1%,-10%,1,3%,0%,14,1%,-1%,-3%,-20%

# Part of the list above in order of count of non-hydrogen atoms, ascending:
SMILES,KCNH2 3.1 inh,NPC1 prom act,RORg inh,Coupling enz,FLuc counter,ELG1 genotoxic,Giardia kill,Rab9 prom act,uPA surface inh,Tb PFK inh,VP16 counter
CC(C(=O)NCC1CCCO1)n1cc([N+](=O)[O-])cn1 (stereo not given),-2,-5%,6%,2,-1%,-1%,-19,-2%,0%,1%,-6%
CC(C)=C1C2CCC1C(C(=O)NCc1ccccc1)C2C(=O)O (stereo not given),12,-1%,2%,-1,4%,-1%,-5,-4%,5%,-3%,-2%
CC(=O)c1cccc(OCC(O)CN2CCN(C(=O)c3ccco3)CC2)c1 (stereo not given),7,1%,-10%,1,3%,0%,14,1%,-1%,-3%,-20%
COc1ccc(/C=C/c2c(-c3ccc(OC)cc3)oc3ccc(-c4ccc(OC)cc4)cc23)cc1,25,-2%,-1%,4,1%,-1%,-13,2%,13%,-1%,-6%

# Compound profiles, from the list above. Order of screens: KCNH2 3.1 inh | NPC1 prom act | RORg inh | Coupling enz | FLuc counter | ELG1 genotoxic | Giardia kill | Rab9 prom act | uPA surface inh | Tb PFK inh | VP16 counter
# Listed for `O=C(COC(=O)Cc1cn2ccsc2n1)NCc1ccc2c(c1)OCO2` = 51 | 7% | -3% | 1 | -3% | 1% | -6 | 0% | 4% | 3% | 4%
# Listed for `Nc1c(CO)nnn1-c1ccccc1` = 1 | -6% | -6% | 0 | -7% | 2% | -9 | -3% | -6% | -3% | -16%

# (next part)
SMILES,KCNH2 3.1 inh,NPC1 prom act,RORg inh,Coupling enz,FLuc counter,ELG1 genotoxic,Giardia kill,Rab9 prom act,uPA surface inh,Tb PFK inh,VP16 counter
Cn1c(CN2CCCCC2)nc2cc(NC(=O)c3ccc(F)cc3)ccc21,0,-14%,19%,1,?,-3%,-5,-9%,·,7%,19%
CC(=O)N1N=C(c2ccncc2)OC1(Cc1ccccc1)Cc1ccccc1,-16,-6%,-15%,-3,-2%,-9%,-4,1%,4%,2%,-14%
CCNC(=O)NC(=O)C(C)OC(=O)c1oc2ccc(OC)cc2c1C (stereo not given),4,-4%,-2%,5,3%,4%,-3,2%,-2%,6%,-21%
CC1CN(CC(=O)Nc2ccc(S(N)(=O)=O)cc2)CC(C)O1 (stereo not given),17,0%,12%,1,-1%,-2%,-5,2%[1.84 µM],0%,-2%,-3%
N#CCc1c(C#N)c(N)nc(N2CCCC(O)C2)c1C#N (stereo not given),15,-3%,-41%,-28,3%,1%,4,-2%,9%,13%,12%
CCC(C)CCN1CCN=C1N(C)C (stereo not given),-3,-3%,·,·,1%,0%,-3,0%,2%,0%,·
O=C(Cc1ccc(Br)cc1)N1CCc2ccccc2C1,4,?,-10%[1.91 µM],-2,17µM*,?,-7,?,-10%,-3%,6%
COCc1c(C(=O)OCC(=O)Nc2ccc(OC(F)F)cc2)oc2ccccc12,-12,-1%,·,·,0%,0%,2,0%,-8%,2%,·
O=C(CCS(=O)(=O)c1ccc(Cl)cc1)N1CCN(c2ccc(F)cc2)CC1,-6,-4%,·,·,·,-4%,4,1%,-15%,-10%,·
O=C(N/N=C\c1ccc(Cl)cc1)C1=NOC2COC3(CCN(c4ccc([N+](=O)[O-])cc4)CC3)OCC12 (stereo not given),-103*,-21%,?,1,-3%,-5%,-1,-29%,0%,2%,?
CN(Cc1ccccc1)C(=O)COC(=O)c1ccc(Cl)cc1N,-24,-1%,10%,2,-17%,-1%,3,10%,-9%,4%,-1%
CC(=O)CSc1nc(N)c(C#N)c(-c2cccs2)c1C#N,6,7%,28%,1,0%,-8%,-21,12%,4%,0%,3%
Cc1cc(C(=O)CSc2nncs2)c(C)n1-c1c(C)n(C)n(-c2ccccc2)c1=O,3,-4%,-5%,0,2%,8%,-7,2%,1%,-3%,4%
N#Cc1c(NC(=O)CSc2nnnn2C2CCCC2)sc2c1CCCC2,-10,0%,31%[0.365 µM],-2,1%,-11%,1,-1%,-18%,11%,·

# Laid out differently: entries from further up.
molecule	KCNH2 3.1 inh	NPC1 prom act	RORg inh	Coupling enz	FLuc counter	ELG1 genotoxic	Giardia kill	Rab9 prom act	uPA surface inh	Tb PFK inh	VP16 counter
O=C(Cc1ccc(Br)cc1)N1CCc2ccccc2C1	4	?	-10%[1.91 µM]	-2	17µM*	?	-7	?	-10%	-3%	6%
CCC(C)CCN1CCN=C1N(C)C (stereo not given)	-3	-3%	·	·	1%	0%	-3	0%	2%	0%	·
N#CCc1c(C#N)c(N)nc(N2CCCC(O)C2)c1C#N (stereo not given)	15	-3%	-41%	-28	3%	1%	4	-2%	9%	13%	12%
